ABCB6 inh 2 = ABCB6 transporter inhibitors, primary screen, K562-ABCB6 cells, flow cytometry, MLPCN library. hit rate 0.19% among 360,000. K562-ABCB6 porphyrin accumulation, 1 h; stronger effect = lower value. fluorescence ratio to DMSO, % at 10 µM. ATP-binding cassette sub-family B member 6 (Homo sapiens), Q9NP58;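 active means fluorescence ratio to DMSO below 75%, the collection mean minus 3 SD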;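 further: signal is porphyrin accumulated inside mitochondria; 100% equals median channel fluorescence of DMSO control wells; lower ratio means ABCB6 inhibition with less porphyrin fluorescence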
NOD2 RIPK2 PPI = NOD2-RIPK2 binding disruptors in cells, primary screen, fluorescence, CHO cells, BLA complementation; CCF4 ratio; inhibition, % at 4.98 µM; hit rate 0.38% among 360,000; AID 624267, 2012; in the data active means inhibition above about 21%;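 further: 0% = vehicle only and 100% = reference blocker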
Glyco luc inh = increase of ERlucT glycosylation luciferase signal, primary screen, N-linked glycosylation inhibitor project, D54 ERlucT cells, luminescence, set 2. hit rate 0.23% among 360,000. AID 588692, 2011. reporter increase, % at 12.5 µM. D54 ERlucT glycosylation luciferase reporter, 24 h; percent of 100 nM tunicamycin response;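 active means mean luciferase reporter signal, scaled so untreated is 0 and the glycosylation-blocking control 100, at or above a set limit in every replicate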;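 further: luciferase carries N-glycosylation sites so blocking glycosylation raises the light; 0% = median of neutral control wells and 100% = median of 100 nM tunicamycin wells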
MC4R barr agon = MC4R agonists recruiting beta-arrestin, primary screen, cell-based, luminescence, agonist arm of biased-ligand search; Melanocortin receptor 4 (Homo sapiens), P32245; U2OS MC4R beta-arrestin complementation; percent of melanotan II response, DMSO zero; activation, % at 8.9 µM; hit rate 0.98% among 360,000;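 active means activation above a per-plate cutoff, the mean activation of sample wells on that plate plus 3 SD, cut at about 8% in these data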
TLR9-MyD88 block = inhibitors of TLR9-MyD88 association in cells, primary screen, cell-based, CHO, BLA complementation, fluorescence; CCF4 FRET ratio; inhibition, % at 4.98 µM; hit rate 0.21% among 340,000; AID 504734, 2011;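 active means inhibition above the mean over all tested compounds plus 3 SD, cut at about 21% in these data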;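 further: 0% = DMSO only wells and 100% = clavulanate BLA inhibitor control wells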
Target sequence (Q99836 whole entry, looked up): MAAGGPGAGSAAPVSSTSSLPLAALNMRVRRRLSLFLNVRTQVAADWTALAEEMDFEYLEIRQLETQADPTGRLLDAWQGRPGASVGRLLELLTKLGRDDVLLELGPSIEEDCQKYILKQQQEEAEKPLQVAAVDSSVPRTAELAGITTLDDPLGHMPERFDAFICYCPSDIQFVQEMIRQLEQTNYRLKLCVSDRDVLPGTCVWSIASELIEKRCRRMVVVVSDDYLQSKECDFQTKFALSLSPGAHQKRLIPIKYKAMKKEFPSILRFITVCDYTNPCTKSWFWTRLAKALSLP
Target sequence (Q9NR96 whole entry, looked up): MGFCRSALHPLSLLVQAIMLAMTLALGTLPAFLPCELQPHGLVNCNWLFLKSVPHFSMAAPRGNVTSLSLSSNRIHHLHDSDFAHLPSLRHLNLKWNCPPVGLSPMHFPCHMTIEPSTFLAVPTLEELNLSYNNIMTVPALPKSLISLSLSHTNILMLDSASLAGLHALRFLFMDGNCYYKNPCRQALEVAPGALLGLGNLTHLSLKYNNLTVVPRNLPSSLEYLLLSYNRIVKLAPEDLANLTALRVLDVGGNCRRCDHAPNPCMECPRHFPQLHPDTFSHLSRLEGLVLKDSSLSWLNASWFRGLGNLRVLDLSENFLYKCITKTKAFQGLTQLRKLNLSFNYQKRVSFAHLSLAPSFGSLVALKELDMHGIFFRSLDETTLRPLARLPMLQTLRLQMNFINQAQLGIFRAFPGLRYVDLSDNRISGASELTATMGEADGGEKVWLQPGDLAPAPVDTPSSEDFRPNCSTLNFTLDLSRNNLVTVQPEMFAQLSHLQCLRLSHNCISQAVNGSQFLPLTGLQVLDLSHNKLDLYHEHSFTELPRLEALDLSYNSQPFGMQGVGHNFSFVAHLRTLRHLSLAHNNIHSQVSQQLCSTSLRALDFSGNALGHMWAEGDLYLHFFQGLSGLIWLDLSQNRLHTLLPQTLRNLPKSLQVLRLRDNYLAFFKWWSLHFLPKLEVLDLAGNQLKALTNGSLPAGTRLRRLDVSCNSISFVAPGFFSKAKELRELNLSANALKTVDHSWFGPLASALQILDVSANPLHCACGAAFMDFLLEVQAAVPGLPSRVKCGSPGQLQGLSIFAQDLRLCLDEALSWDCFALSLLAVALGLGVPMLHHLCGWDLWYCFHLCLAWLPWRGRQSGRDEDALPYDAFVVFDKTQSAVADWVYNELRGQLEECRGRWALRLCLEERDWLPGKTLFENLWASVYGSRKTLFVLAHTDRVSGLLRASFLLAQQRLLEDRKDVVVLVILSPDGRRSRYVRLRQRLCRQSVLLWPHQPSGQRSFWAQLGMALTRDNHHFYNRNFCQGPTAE
NCOA2 inhibitor = inhibition of GAL4-SRC2 driven luciferase reporter, primary screen, SRC2 inhibitor project, cell-based, luminescence; HEK293 GAL4-SRC2 luciferase reporter; Nuclear receptor coactivator 2 (Homo sapiens), Q15596; inhibition, % at 9 µM; hit rate 0.17% among 370,000;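 active means inhibition above the mean inhibition of all tested compounds plus 3 SD, set per campaign, cut at about 52% in these data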;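 further: 0% = DMSO treated cells and 100% = cells given Gossypol at 36 µM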
H9c2 protect = cardioprotection against H2O2-induced cell death, primary screen, uHTS, H9c2 cells, ATPLite luminescence. H9c2 cardiomyocytes, H2O2 injury protection, 2 h. protection from H2O2 cell death, % at 20 µM. hit rate 0.63% among 360,000;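 active means compounds giving at least 50% protection of heart cells from peroxide-induced death in the single-dose screen, raw or plate-pattern-corrected value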;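 further: 0% = DMSO wells with peroxide and 100% = DMSO wells without peroxide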
MC4R antag cAMP = MC4R antagonists of cAMP signaling, primary screen, cell-based, TR-FRET, antagonist arm of biased-ligand search | Melanocortin receptor 4 (Homo sapiens), P32245 | MC4R-expressing cells, MTII-stimulated cAMP, LANCE TR-FRET | inhibition, % at 6.5 µM | hit rate 0.48% among 360,000;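 active means inhibition above its plate's cutoff, the mean of tested wells on that plate plus 3 SD, cut at about 29% in these data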;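 further: 0% = Melanotan II alone and 100% = Melanotan II plus saturating MCL0020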
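Test system: U2OS cells stably expressing human melanocortin 4 receptor (MC4R); also added: Melanotan II challenge; compound: 6.5 µM single dose; timing: 30-min compound preincubation, 1-h Melanotan II challenge, 1-h detection, room temperature; signal: Eu-cAMP/anti-cAMP TR-FRET, emission 671 nm; repeats: one well per compound, no replicates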
ABHD5-PLIN5 inh = ABHD5-PLIN5 interaction inhibitors, primary screen, cell lysate, split luciferase complementation, luminescence; Perilipin-5 (Homo sapiens) + 1-acylglycerol-3-phosphate O-acyltransferase ABHD5 (Homo …; hit rate 0.78% among 360,000; inhibition, % at 4 µM; Split G. princeps luciferase complementation, 4 h;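 active means inhibition above the mean inhibition across every tested compound plus 3 SD, cut at about 22% in these data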;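 further: 0% = DMSO only wells and the 100% control is not disclosed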
HTR2A ag = mouse Htr2a agonists via beta-arrestin recruitment, primary screen, cell-based, luminescence | 5-hydroxytryptamine receptor 2A (Mus musculus), P35363 | hit rate 0.66% among 360,000 | activation, % at 7.6 µM | CHO-K1 mHTR2A beta-arrestin complementation; percent of 30 µM serotonin response;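 active means activation above a run cutoff, the mean activation of all tested compounds plus 3 SD, cut at about 14% in these data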;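 further: 0% = plate median of compound wells and 100% = 30 µM serotonin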
An asterisk follows results filed as active; . = not tested or not shown. These rows are one share of the data; count on the stated rates, not on these rows.

SMILES	ABCB6 inh 2	NOD2 RIPK2 PPI	Glyco luc inh	MC4R barr agon	TLR9-MyD88 block	NCOA2 inhibitor	H9c2 protect	MC4R antag cAMP	ABHD5-PLIN5 inh	HTR2A ag
COc1ccc(CN2C3CCCC2CC(NC(=O)/C=C/c2ccccc2)C3)cc1 (stereo not given)	95	3	4	-3.9	-2	-15	14	4	1	-4
Cc1nnc(SCC(=O)NC(=O)NC(C)(C)C)s1	96	3	1	-1.7	2	11	14	1	3	2
O=C(O)c1ccc(NCc2ccncc2)cc1	98	8	1	-1.4	0	-25	4	5	0	3
O=C(N/N=C/c1cccn1-c1ccc(O)cc1)c1cccc2ccccc12	87	-4	-1	2.7	2	-18	3	1	-2	0
CNC(=O)c1nn(-c2ccc(Cl)cc2)ccc1=O	93	4	1	-0.1	-8	-7	5	2	7	2
CC1CCCCN1C(=O)CSc1nnc(Cc2ccccc2)n1C (stereo not given)	105	4	2	-2.6	-6	-7	13	8	3	-1
CN(Cc1ccccc1)N=Nc1ccccc1	97	1	-3	3.9	-2	-10	-10	3	0	4
O=C1CC(SC2=NCCS2)C(=O)N1c1ccc(Br)cc1 (stereo not given)	105	-17	1	0.6	-8	-1	3	19	2	-1
Cc1oc(-c2cccs2)nc1CN1CC[C@@](O)(c2ccccc2)[C@H]2CCCC[C@@H]21	99	-1	0	-2.2	-6	-25	2	2	6	-5
CC(C)[C@H](NC(=O)N1CC(=O)Nc2ccccc21)C(=O)N1CCC[C@H]1C(=O)O	100	6	1	-1.0	3	-17	0	18	2	5
COc1ccc(C2N(c3cc(C)on3)C(=O)C3CCCN32)cc1OC (stereo not given)	96	-2	2	-3.4	-3	-17	13	-3	-2	-2
C=CCn1c(SCC(=O)Nc2nnc(C)s2)nnc1C1CC1	102	-4	0	3.4	1	32	8	2	-1	3
NS(=O)(=O)c1cccc(NC(=O)C2CC(=O)N(Cc3ccco3)C2)c1 (stereo not given)	98	-4	2	-1.4	-5	-1	-3	7	4	3
COc1ccc(C(=O)NCCc2c[nH]c3ccccc23)cc1S(=O)(=O)N1CCOCC1	94	0	0	-1.0	2	-33	10	1	-3	1
COC(=O)[C@@H](NC(=O)Nc1ccccc1F)C(C)C	100	-2	1	-1.6	-2	10	-3	-3	1	-1
C[C@H](NC(=O)N1CCn2c1nc1ccccc12)C(=O)NC1CC1	98	4	0	0.7	5	-11	5	18	4	1
O=C(c1ccco1)N1CCN(C(=O)c2ccco2)CC1	92	9	-1	.	.	-25	0	.	-7	11
CCCCN(C(=O)c1cc(-c2ccco2)nc2ccccc12)c1c(N)n(CCCC)c(=O)[nH]c1=O	94	-7	-2	-1.3	0	-13	2	-3	-2	-4
CCC1(CC)NC(=O)N(CC(=O)OCC(=O)Nc2ncc(Cl)cc2Cl)C1=O	101	-7	0	-1.6	-9	9	-5	15	3	7
Cc1ccc(S(=O)(=O)CCC(=O)OCC(=O)N2c3ccccc3CC2C)cc1 (stereo not given)	94	3	1	-1.0	9	16	1	6	5	9
CCN1CSC(=S)N(Cc2ccc(OC)cc2)C1	87	-13	0	0.4	-1	-6	-12	-13	-4	-2
Nc1cc(=O)[nH]c(SCc2ccc(Cl)cc2Cl)n1	94	-2	-2	-0.8	-1	-13	-14	5	-6	5
O=C(CSc1nc2ccccc2c(=O)n1-c1ccccc1Cl)NCC1CCCO1 (stereo not given)	99	-4	-1	-1.9	-7	-18	1	2	-8	-2
C[C@@H]1CN([C@H](C)CO)C(=O)CCCn2cc(nn2)CO[C@H]1CN(C)C(=O)Nc1ccc(F)cc1	91	0	1	-0.3	4	4	0	3	7	3
CC(NC(=S)Nc1c(Br)cccc1OC(F)F)C(C)(C)C (stereo not given)	94	4	1	-1.0	-3	22	-6	1	-4	3
CCOc1ccc(-c2nnn(CC(=O)c3ccc4c(c3)OCCO4)n2)cc1OCC	99	-2	-2	-2.2	-7	-31	-1	-2	-5	0
Cc1ccccc1-n1nnnc1SCC(=O)c1c(N)n(C2CC2)c(=O)[nH]c1=O	101	-1	7	-4.6	2	2	4	10	2	11
CCOC(=O)c1ccc(N2C(=O)c3n[nH]c(-c4ccco4)c3C2c2cccc([N+](=O)[O-])c2)cc1 (stereo not given)	95	4	-4	-0.7	7	9	-2	15	0	1
N#C/C(=N\Nc1ccc([N+](=O)[O-])cc1)C(=N)N1CCOCC1	99	-14	0	-3.1	1	-48	9	-18	2	7
CCNc1nc(NC(C)C)nc(Oc2ccc(OCc3ccccc3)nn2)n1	99	4	4	-1.2	5	1	17	0	1	4
COc1ccccc1Nc1c([N+](=O)[O-])cncc1[N+](=O)[O-]	92	-4	1	-1.5	-11	3	-5	3	3	5
COc1ccc(C(=O)NCCNc2nc3ccc(C)cc3cc2C#N)cc1OC	95	11	4	-4.4	-7	5	16	-4	86*	-7
O=C(COC(=O)CNC(=O)c1ccc([N+](=O)[O-])o1)Nc1ncc(Cl)cc1Cl	100	-4	12	-4.2	-55	-21	1	-10	2	-5
COc1ccc(NC(=O)CSc2ccccn2)cc1OC	106	-31	1	-0.9	-2	-1	11	1	-3	3
O=S(=O)(c1cnccc1N1CCN(/N=C/c2ccc(Br)cc2)CC1)N1CCCCC1	95	-16	1	-0.2	-4	-24	-15	-3	-11	-2
O=C(Cc1ccccc1Cl)N1CCN(c2ncccn2)CC1	101	-7	-1	-2.3	3	-8	7	-4	6	4
COC(=O)/C=c1\[nH]c2nnc(C)n2c1=O	103	6	1	0.9	-4	-5	2	21	0	9
O=C(NCc1ccncc1)C(F)(F)C(F)(F)C(=O)NCc1ccncc1	133	-1	2	0.8	0	-9	-2	11	-4	5
CCCCCCCCN1C(=O)[C@H](CC(=O)NCCc2ccccc2OC)C[C@@]2(C(=O)OC)CC(C)(C)CC=C12	.	-19	.	.	.	-4	.	.	3	0
COc1ccc(-c2[nH]ncc2/C=N/NC(=O)c2ccc(Br)cc2)c(OC)c1	96	-1	-3	-0.9	3	4	5	12	-1	3
CCCC(C)NC(=O)c1cc(S(=O)(=O)N2CCCCCC2)ccc1OC (stereo not given)	97	-4	-3	-3.3	5	3	-8	-2	0	-11
Cc1c(N=Cc2cc3c(cc2Cl)OCO3)c(=O)n(-c2ccccc2)n1C	102	-1	2	-1.4	-15	-7	5	-9	-6	-1
CCCCN(CC)C(=O)Cc1ccccc1OC	200	-3	0	2.0	8	-14	-8	-11	10	6
CC(=O)SC(C[N+](=O)[O-])c1cn(C(C)=O)c2ccccc12 (stereo not given)	97	8	11	-0.5	5	-25	-11	-6	-14	-4
Cc1ccc(NC(=O)Cc2ccsc2)cc1Cl	95	5	1	1.7	-5	-44	-2	20	-2	6

One compound at a time, from the list above.
CC(NC(=S)Nc1c(Br)cccc1OC(F)F)C(C)(C)C (stereo not given) is listed as ABCB6 inh 2 = 94; NOD2 RIPK2 PPI = 4; Glyco luc inh = 1; MC4R barr agon = -1.0; TLR9-MyD88 block = -3; NCOA2 inhibitor = 22; H9c2 protect = -6; MC4R antag cAMP = 1; ABHD5-PLIN5 inh = -4; HTR2A ag = 3
COc1ccc(C(=O)NCCNc2nc3ccc(C)cc3cc2C#N)cc1OC is listed as ABCB6 inh 2 = 95; NOD2 RIPK2 PPI = 11; Glyco luc inh = 4; MC4R barr agon = -4.4; TLR9-MyD88 block = -7; NCOA2 inhibitor = 5; H9c2 protect = 16; MC4R antag cAMP = -4; ABHD5-PLIN5 inh = 86*; HTR2A ag = -7

Remaining list, next part
SMILES	ABCB6 inh 2	NOD2 RIPK2 PPI	Glyco luc inh	MC4R barr agon	TLR9-MyD88 block	NCOA2 inhibitor	H9c2 protect	MC4R antag cAMP	ABHD5-PLIN5 inh	HTR2A ag
O=C(NCCCN1CCOCC1)C(=O)N/N=C/c1ccccc1O	96	-1	0	-0.3	0	-8	24	5	-1	7
C=CCNc1cc(C(F)(F)F)nc(-c2ccccn2)n1	95	1	2	-1.1	-4	3	-1	6	5	1
COc1ccc(C(C(=O)NC2CCCC2)N(CCCO)C(=O)c2snc(C(N)=O)c2N)cc1 (stereo not given)	94	-4	3	-0.8	-5	-10	-7	15	-6	6
COc1cc(/C=C/C(=O)Nc2ccc(N3CCCCC3)c(S(=O)(=O)Nc3ccccc3Cl)c2)cc(OC)c1OC	100	-6	-12	-2.4	1	22	0	-4	5	3
NC(=O)c1ccccc1NC(=O)CN1CCN(Cc2ccc(Cl)cc2Cl)CC1	90	5	-2	-3.3	-3	0	-8	11	-4	-7
CCOC(=O)C1CCN(C(=O)/C=C/c2ccc3c(c2)OCO3)CC1	101	-1	-2	-0.1	-4	-22	-7	22	-1	12
CCc1nn(C(CC)C(=O)NCc2cccc(OC)c2OC)c(=O)c2cc3occc3n12 (stereo not given)	94	8	-3	-1.8	-1	23	-4	13	-2	0
CN(CC1COc2ccccc2O1)C(=O)Cn1cc(C(F)(F)F)ccc1=O (stereo not given)	100	-11	3	-0.7	-9	5	1	22	3	-6
CCCCCN(C(=O)COC(=O)c1ccc(C)cc1)c1c(N)n(CCCC)c(=O)[nH]c1=O	98	1	-1	-1.7	-5	9	2	7	7	-2
COC(=O)C(Nc1ccccc1Cl)(c1cc(C)c(O)c(C)c1)C(F)(F)F (stereo not given)	107	-6	-4	-1.3	0	-10	-42	13	-3	-4
CC1(C)Cc2c(c(=S)nc(-c3ccccc3)n2CCOCCO)CO1	103	-2	1	-0.6	0	-9	2	19	-4	2
O=C(Nc1ccccc1C(=O)NCC1CCCO1)c1ccc(Cl)cc1Cl (stereo not given)	97	-11	-1	-3.0	1	0	-2	5	-5	-3
C[C@@H](c1ccccc1)N1C[C@H]2CCCN2c2cc(Br)ccc2S1(=O)=O	101	3	11	-0.9	-5	-9	-5	-8	-10	-2
Cc1ccc(C)c(COC(=O)c2cc(S(=O)(=O)N3CCCCC3)ccc2N2CCOCC2)c1	97	-8	-2	-0.8	7	1	-9	7	-6	3
CCN(C(=O)COC(=O)C1CCC(C(C)(C)C)CC1)c1c(N)n(Cc2ccccc2)c(=O)[nH]c1=O (stereo not given)	96	1	-11	-0.2	1	-5	-10	2	2	5
Cc1ccc(C(=O)OCC(=O)Nc2ccccc2N2CCOCC2)cc1	89	-6	0	-0.5	2	7	13	-1	-10	1
Cc1ccc2c(c1)CCO[C@]21O[C@H](CCO)C[C@H](O)[C@H]1O	98	-6	1	-0.7	0	-31	-1	-4	-2	2
CC(=O)c1ccc(OC(C)C(=O)NCC2(N3CCOCC3)CCCCC2)cc1 (stereo not given)	101	1	2	-0.2	-9	8	2	6	-1	-2

Source: PubChem (several laboratories)
